From PubChem
esBAF inh – blocks esBAF chromatin remodeling in mouse ES cells; reporter increase, % at 12.5 µM; 350,000 compounds, 2% hits; Bmi1-luciferase knock-in reporter, 24 h; 100% = twice the neutral-well signal; in the data active = activation above about 40%;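 note: 0% = median of the plate's neutral control wells and 100% = double that signal; a rise in the Bmi1 reporter signal indicates esBAF inhibition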
Statin myotox sup – protects C2C12 myotubes from simvastatin toxicity. ATP luminescence, 48 h; scaled: DMSO 0, geranylgeraniol control 100. rescue of ATP level, % at 7.49 µM. 330,000 compounds, 0.78% hits. AID 602340;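 active = mean ATP rescue above about 67%, or every replicate alone reaching that limit, limit read from the data, passing the limit was not always enough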;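 note: myotubes were challenged with 10 µM simvastatin during compound exposure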
ERp5 inh – inhibitors of human ERp5 | 350,000 compounds, 0.05% hits | AID 651711 | ERp5 insulin aggregation, absorbance 650 nm, 90 min | Q15084 | inhibition, % at 9.99 µM;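 active = mean replicate inhibition above about 25%, with every replicate also reaching it, limit read from the data, passing the limit was not always enough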
Target sequence (Q15084 whole entry, looked up): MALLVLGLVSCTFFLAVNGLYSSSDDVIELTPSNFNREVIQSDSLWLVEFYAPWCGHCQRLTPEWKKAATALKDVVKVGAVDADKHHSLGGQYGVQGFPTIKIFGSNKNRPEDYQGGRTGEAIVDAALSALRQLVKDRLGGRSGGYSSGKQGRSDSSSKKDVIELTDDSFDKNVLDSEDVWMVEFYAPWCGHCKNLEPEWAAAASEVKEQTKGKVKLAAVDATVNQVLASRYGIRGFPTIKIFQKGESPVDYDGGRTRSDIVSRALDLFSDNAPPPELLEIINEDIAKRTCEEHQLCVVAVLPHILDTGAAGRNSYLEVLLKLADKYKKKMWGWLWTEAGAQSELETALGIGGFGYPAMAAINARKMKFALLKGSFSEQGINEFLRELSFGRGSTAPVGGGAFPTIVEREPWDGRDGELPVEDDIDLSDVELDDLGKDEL
Cneo AK release – causes C. neoformans cell lysis; adenylate kinase release luminescence, 4 h; normalised: neutral wells 0, clomiphene wells 100; lysis activity, % at 15 µM; 360,000 compounds, 0.2% hits; AID 651654;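 active = mean lysis activity across replicates of at least 80%, whatever share of replicates individually reach that level; inactive = mean lysis activity below 80%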
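Test system: log-phase Cryptococcus neoformans yeast cells; Quantity: yeast cell density of 5 × 10^6 cells/mL; Buffer or medium: YPD; Doses: single compound concentration per well; Timing: 4 h at 37 °C static, read 1 h later; Measured by: AK luminescence; Read-out basis: lysis from increased AK signal; Control set: Clomiphene as positive control.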
ARNT-TACC3 inh – disruptors of human ARNT/TACC3 interaction | Q9Y6A5 | inhibition, % at 9.99 µM | 390,000 compounds, 0.66% hits | AlphaScreen His-ARNT PAS-B/GST-TACC3 binding, luminescence; TACC3 fragment carries E629A point mutation;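 active = mean inhibition of replicates at least 50% and at least half of replicates each reaching 50%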;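 note: 0% = complete ARNT plus TACC3 wells and 100% = ARNT alone without TACC3; many hits fall short of the cut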
miR122 inh – inhibitors of miR-122 in Huh7 cells; Huh7 miR-122 Renilla luciferase sensor, 48 h; neutral wells = 0, positive control = 100; activation (reporter increase), % at 12.5 µM; 340,000 compounds, 0.3% hits;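 active = mean replicate activation score at least 90 and every replicate individually at or above 90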;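 note: higher luciferase means less miR-122 activity so hits act as miR-122 inhibitors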
SIRT5 block – sirtuin-5 (human) deacylase inhibition | AID 652115 | inhibition, % at 15 µM | Q9NXA8 | 330,000 compounds, 1.1% hits | Purified SirT5, succinyl-peptide AMC, trypsin-coupled fluorescence; in the data active = inhibition above about 15%
Target sequence (Q9NXA8 whole entry, looked up): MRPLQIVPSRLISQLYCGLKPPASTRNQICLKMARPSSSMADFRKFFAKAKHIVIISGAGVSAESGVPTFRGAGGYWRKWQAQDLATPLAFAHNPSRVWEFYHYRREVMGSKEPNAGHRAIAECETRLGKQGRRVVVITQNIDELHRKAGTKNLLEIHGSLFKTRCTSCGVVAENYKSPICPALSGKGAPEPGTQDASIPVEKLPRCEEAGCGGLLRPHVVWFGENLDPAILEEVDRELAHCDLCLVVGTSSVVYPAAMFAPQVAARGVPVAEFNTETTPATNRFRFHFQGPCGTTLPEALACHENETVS
An asterisk follows results filed as active; [ ] = remark or other dose.

What do the screens show for `O=C(c1ccc(S(=O)(=O)Nc2ccccc2Cl)cc1)N1CCCC1`?
esBAF inh: -4; Statin myotox sup: 3; ERp5 inh: 3; Cneo AK release: 1; ARNT-TACC3 inh: -2; SIRT5 block: -4

How did CCOC(=O)NC(=O)c1cn(Nc2ccccc2)c(=O)[nH]c1=O do in these assays?
ERp5 inh: -2; ARNT-TACC3 inh: -24; SIRT5 block: -3

Results for CN1CCN(CC(=O)NC(=O)NC2CCCCC2)CC1 ?
esBAF inh: -3; Statin myotox sup: 3; Cneo AK release: -1; ARNT-TACC3 inh: -5; miR122 inh: -3; SIRT5 block: 0

What do the screens show for `Cc1ccc(S(=O)(=O)CCc2nc3ccccc3[nH]2)cc1C`?
ERp5 inh: -3; ARNT-TACC3 inh: 1; SIRT5 block: -1

Results for Cc1nc2ccccc2nc1Nc1cccc(Cl)c1 ?
esBAF inh: -1; Statin myotox sup: -62; ERp5 inh: -2; Cneo AK release: 0; ARNT-TACC3 inh: -6; miR122 inh: -11; SIRT5 block: -7

Results for C[C@H]1CN([C@@H](C)CO)C(=O)c2cc(NC(=O)Nc3ccc(C(F)(F)F)cc3)ccc2O[C@@H]1CN(C)C(=O)Nc1ccc(F)cc1 ?
esBAF inh: 0; Statin myotox sup: 60; ERp5 inh: 7; Cneo AK release: 0; ARNT-TACC3 inh: -4; miR122 inh: 0[16.7 µM]; SIRT5 block: 3

Results for O=C(C1CCCCC1)N1C[C@@H](n2cc(-c3ccc(F)cc3)nn2)[C@H](O)C[C@@H]1c1ccc(Cl)cc1 ?
esBAF inh: 6; Statin myotox sup: 8; ERp5 inh: 0; Cneo AK release: 2; miR122 inh: 1; SIRT5 block: 1

What do the screens show for `O=C(Nc1ccc(S(=O)(=O)N2CCOCC2)cc1)c1cccc(Br)c1`?
esBAF inh: 1; Statin myotox sup: -12; ERp5 inh: -7; Cneo AK release: -4; ARNT-TACC3 inh: 2; miR122 inh: 6; SIRT5 block: -1

Results for CC[n+]1c(-c2ccccc2)csc1Nc1c(C)n(C)n(-c2ccccc2)c1=O ?
ERp5 inh: -3; ARNT-TACC3 inh: 7; SIRT5 block: 21*

What do the screens show for `CCCC(=O)Nc1ccc2c(c1)C(=O)N(C)[C@H]1CC[C@@H](CC(=O)NCc3ccccc3)O[C@@H]1CO2`?
esBAF inh: 5; Statin myotox sup: 11; ERp5 inh: 3; Cneo AK release: -1; ARNT-TACC3 inh: -3; miR122 inh: -6[16.7 µM]; SIRT5 block: -3

Results for COc1ccc(S(=O)(=O)Nc2ccc3c(c2)C(=O)N([C@H](C)CO)C[C@H](C)[C@@H](CN(C)Cc2ccccc2)OCCCC[C@H](C)O3)cc1 ?
esBAF inh: 2; Cneo AK release: 0; ARNT-TACC3 inh: -1; miR122 inh: 3[16.7 µM]

What do the screens show for `CCOC(=O)C1CCCN(c2ncnc3c2cnn3-c2cccc(C)c2)C1` (stereo unspecified)?
esBAF inh: -10; Statin myotox sup: 8; Cneo AK release: -8; ARNT-TACC3 inh: -12; miR122 inh: -1

2 successive compounds already listed, for reference:
Results for COc1ccc(S(=O)(=O)Nc2ccc3c(c2)C(=O)N([C@H](C)CO)C[C@H](C)[C@@H](CN(C)Cc2ccccc2)OCCCC[C@H](C)O3)cc1 ?
esBAF inh: 2; Cneo AK release: 0; ARNT-TACC3 inh: -1; miR122 inh: 3[16.7 µM]

What do the screens show for `CCOC(=O)C1CCCN(c2ncnc3c2cnn3-c2cccc(C)c2)C1` (stereo unspecified)?
esBAF inh: -10; Statin myotox sup: 8; Cneo AK release: -8; ARNT-TACC3 inh: -12; miR122 inh: -1

Returning to the listing, starting five compounds before the break.
What do the screens show for `O=C(Nc1ccc(S(=O)(=O)N2CCOCC2)cc1)c1cccc(Br)c1`?
esBAF inh: 1; Statin myotox sup: -12; ERp5 inh: -7; Cneo AK release: -4; ARNT-TACC3 inh: 2; miR122 inh: 6; SIRT5 block: -1

Results for CC[n+]1c(-c2ccccc2)csc1Nc1c(C)n(C)n(-c2ccccc2)c1=O ?
ERp5 inh: -3; ARNT-TACC3 inh: 7; SIRT5 block: 21*

What do the screens show for `CCCC(=O)Nc1ccc2c(c1)C(=O)N(C)[C@H]1CC[C@@H](CC(=O)NCc3ccccc3)O[C@@H]1CO2`?
esBAF inh: 5; Statin myotox sup: 11; ERp5 inh: 3; Cneo AK release: -1; ARNT-TACC3 inh: -3; miR122 inh: -6[16.7 µM]; SIRT5 block: -3

Results for COc1ccc(S(=O)(=O)Nc2ccc3c(c2)C(=O)N([C@H](C)CO)C[C@H](C)[C@@H](CN(C)Cc2ccccc2)OCCCC[C@H](C)O3)cc1 ?
esBAF inh: 2; Cneo AK release: 0; ARNT-TACC3 inh: -1; miR122 inh: 3[16.7 µM]

What do the screens show for `CCOC(=O)C1CCCN(c2ncnc3c2cnn3-c2cccc(C)c2)C1` (stereo unspecified)?
esBAF inh: -10; Statin myotox sup: 8; Cneo AK release: -8; ARNT-TACC3 inh: -12; miR122 inh: -1

What do the screens show for `O=C1NC(c2ccccc2)(C(F)(F)F)SC2=CCCCCN12` (stereo unspecified)?
esBAF inh: -8; Statin myotox sup: 3; Cneo AK release: 0; ARNT-TACC3 inh: -4; miR122 inh: -9

What do the screens show for `Cn1c(CNC(=O)C(Cc2ccccc2)NC(=O)c2ccccc2F)cc(=O)n(C)c1=O` (stereo unspecified)?
esBAF inh: -2; Statin myotox sup: -5; ERp5 inh: 1; Cneo AK release: -1; ARNT-TACC3 inh: -4; miR122 inh: 2; SIRT5 block: -1

How did COC(=O)c1cc(Cl)c(NS(=O)(=O)c2ccccc2)cc1OC do in these assays?
esBAF inh: -5; ERp5 inh: 11; Cneo AK release: -1; miR122 inh: -1; SIRT5 block: 2

What do the screens show for `Cc1ccc(NC(=O)N2CCCn3c(SCC(=O)c4ccccc4)nnc32)cc1`?
ERp5 inh: 10; Cneo AK release: -1; miR122 inh: -7; SIRT5 block: -3

How did O=c1c2ccccc2cnn1Cc1n[nH]c(=S)n1-c1cc(Cl)cc(Cl)c1 do in these assays?
esBAF inh: -3; Statin myotox sup: 5; ERp5 inh: -3; Cneo AK release: -1; ARNT-TACC3 inh: -2; miR122 inh: -4; SIRT5 block: 1

How did Cn1c(=S)[nH]c2scc(-c3cccs3)c2c1=O do in these assays?
ERp5 inh: 0; ARNT-TACC3 inh: 19; SIRT5 block: 3

How did CN(CC(=O)Nc1ccccc1Br)C(=O)c1cccnc1Nc1cccc(C(F)(F)F)c1 do in these assays?
esBAF inh: -5; Statin myotox sup: -4; ERp5 inh: -1; Cneo AK release: -1; ARNT-TACC3 inh: -3; miR122 inh: 5; SIRT5 block: 0

What do the screens show for `Cc1nc(SCC(=O)O)c(C#N)c(-c2ccco2)c1C(=O)N(C)C`?
ERp5 inh: -6; Cneo AK release: -1; ARNT-TACC3 inh: -5

Results for Cc1ccccc1OCCC(=O)OCC(=O)Nc1ccc(N2CCOCC2)cc1 ?
esBAF inh: 5; Statin myotox sup: -2; ERp5 inh: 1; Cneo AK release: -1; miR122 inh: -6; SIRT5 block: -3

How did COc1ccc(-c2cc(-c3c(O)c(OC)c4occc4c3OC)[nH]n2)cc1 do in these assays?
esBAF inh: 36; Statin myotox sup: 8; Cneo AK release: 1; ARNT-TACC3 inh: 35; miR122 inh: -2

What do the screens show for `CCOC(=O)c1c(C)[nH]c(C(=O)OCC(=O)N(CC(C)C)C2CCS(=O)(=O)C2)c1C` (stereo unspecified)?
esBAF inh: -11; Statin myotox sup: 4; ERp5 inh: -11; Cneo AK release: -2; SIRT5 block: 0

Results for N#C[C@H]1N[C@@H](CO)[C@H]1c1ccccc1 ?
esBAF inh: -7; Statin myotox sup: 15; ERp5 inh: -1; Cneo AK release: -1; ARNT-TACC3 inh: -4; SIRT5 block: 3

Results for Cc1[nH]c(=O)c(C#N)c(C)c1CCC(=O)NCc1ccc(Cl)cc1 ?
esBAF inh: -5; Statin myotox sup: 9; ERp5 inh: 4; Cneo AK release: 1; ARNT-TACC3 inh: -6; miR122 inh: -7; SIRT5 block: 0

What do the screens show for `COCCn1c(-c2ccc3ccccc3c2)nc2c1c(=O)[nH]c(=O)n2CC(C)C`?
esBAF inh: -5; Statin myotox sup: -8; ERp5 inh: 1; Cneo AK release: 1; ARNT-TACC3 inh: 6; SIRT5 block: 1

Results for CC(C)(C)NC(=O)C1CCN(C(=O)c2ccc(-c3ccccc3)cc2)CC1 ?
esBAF inh: -1; Statin myotox sup: -18; Cneo AK release: -9; ARNT-TACC3 inh: -2; miR122 inh: 2

How did Clc1ccccc1CN1CCN(c2ncccn2)CC1 do in these assays?
esBAF inh: 0; Statin myotox sup: -19; ERp5 inh: 2; Cneo AK release: 3; ARNT-TACC3 inh: -1; miR122 inh: -2; SIRT5 block: -1

How did Oc1ccc(N=Nc2ccccc2)o1 do in these assays?
esBAF inh: 9; Statin myotox sup: -12; ERp5 inh: 0; Cneo AK release: 5; ARNT-TACC3 inh: 0; miR122 inh: 2; SIRT5 block: -10

How did CC(=O)NCCOc1nc(N(C)C)nc(N(C)C)n1 do in these assays?
esBAF inh: -13; Cneo AK release: 0; ARNT-TACC3 inh: -3; miR122 inh: -4

What do the screens show for `Cc1ccc(S(=O)(=O)N2CCN(C(=O)COC(=O)c3cccnc3Cl)CC2)c(C)c1`?
esBAF inh: 6; Statin myotox sup: -5; ERp5 inh: -15; Cneo AK release: -1; ARNT-TACC3 inh: -22; miR122 inh: -1; SIRT5 block: 2

Results for COc1ccccc1NC(=O)N[C@@H]1C=C[C@@H](CC(=O)N[C@H](C)c2ccccc2)O[C@@H]1CO ?
esBAF inh: 0; Statin myotox sup: 17; ERp5 inh: -2; Cneo AK release: 0; ARNT-TACC3 inh: -2; SIRT5 block: -7

Results for COC(=O)C1=C(C)N(C)C(=O)NC1c1ccc(O)c(OC)c1 (stereo unspecified) ?
esBAF inh: -12; Statin myotox sup: 4; ERp5 inh: -5; Cneo AK release: 0; ARNT-TACC3 inh: -7; miR122 inh: -6; SIRT5 block: 10

Results for CCC(C)[C@H](NC(=O)C1CC(=O)N(c2ccc3c(c2)OCCO3)C1)C(=O)NC1CCCC1 (stereo partly specified) ?
esBAF inh: -6; Statin myotox sup: 13; ERp5 inh: 3; Cneo AK release: 0; ARNT-TACC3 inh: -3; miR122 inh: -3; SIRT5 block: 0

What do the screens show for `Cc1c(-c2ccccc2)[n+](=O)c2c(n1[O-])CCCCC2`?
Cneo AK release: -2; ARNT-TACC3 inh: -4; miR122 inh: -1

Results for CCCc1nc2ccc(C)cn2c1Cc1cccc(Cl)c1 ?
esBAF inh: 45*; Statin myotox sup: 4; ERp5 inh: -1; Cneo AK release: 6; miR122 inh: 4; SIRT5 block: 6
